Source: PubChem
CIT2 TOR yeast = modulators of TOR pathway CIT2-GFP in S. cerevisiae | 320,000 tested, 0.065% active | GFP response vs DMSO, % at 10 µM | S. cerevisiae CIT2-GFP strain, flow cytometry, 3 h; 100 means same as DMSO wells;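 active means GFP response relative to DMSO above a set limit, near the screen mean plus 3 SD, cut at about 150% in these data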;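 further: ratio of well median GFP fluorescence to mean of DMSO wells on the plate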
MEP2 TOR yeast = yeast TOR pathway MEP2-GFP modulation; S. cerevisiae MEP2-GFP strain, flow cytometry GFP, 3 h; 100% = DMSO control level; GFP response vs DMSO, % at 10 µM; 330,000 tested, 0.51% active; AID 2016;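 active means GFP response versus DMSO above a set limit, roughly screen mean plus 3 SD, cut at about 180% in these data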;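 further: median GFP fluorescence of the barcode-gated MEP2-GFP cells per well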
proCasp3 act = procaspase-3 (human) activation | activation, % at 8.5 µM | 330,000 tested, 0.11% active | P42574 | recombinant procaspase-3 D3A, Ac-DEVD-pNA absorbance 405 nm;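 active means activation above the mean of all tested compounds plus 3 SD, cut at about 21% in these data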;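 further: 0% = DMSO alone and 100% = DMSO wells spiked with extra 5 µM PC-3 D3A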
Target sequence (P42574 whole entry D9A/D28A/D175A): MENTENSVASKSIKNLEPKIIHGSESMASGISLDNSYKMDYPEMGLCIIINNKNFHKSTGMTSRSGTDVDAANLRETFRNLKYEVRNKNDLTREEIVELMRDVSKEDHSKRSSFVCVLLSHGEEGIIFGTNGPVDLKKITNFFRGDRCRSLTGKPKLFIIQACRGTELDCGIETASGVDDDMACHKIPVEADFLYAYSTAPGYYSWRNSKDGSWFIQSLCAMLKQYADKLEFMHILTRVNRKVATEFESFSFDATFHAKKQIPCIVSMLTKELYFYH
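Test system: Procaspase-3 D3A mutant; medium: Zinc-free HEPES/NaCl buffer with 0.01% Triton X-100 at pH 7.4; reagent: DEVD-pNA substrate; doses: one concentration, 8.5 µM nominal, 0.8% DMSO; times: 1 h preincubation plus 2 h reaction at 25 °C; signal: Epi-absorbance at 405 nm of released p-nitroaniline, 0 and 120 min; replicates: singlicate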
proCasp7 act = activates human procaspase-7, counter-screen for procaspase-3 activators. 330,000 tested, 0.093% active. recombinant procaspase-7, Ac-DEVD-pNA absorbance 405 nm; D23A/D198A/D206A triple mutant, cannot self-cleave; scale: DMSO 0, 5 µM enzyme 100. P55210. AID 463210. activation, % at 8.5 µM;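 active means percent activation above the screen-wide mean plus 3 SD, cut at about 25% in these data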
Target sequence (P55210 whole entry D23A/D198A/D206A): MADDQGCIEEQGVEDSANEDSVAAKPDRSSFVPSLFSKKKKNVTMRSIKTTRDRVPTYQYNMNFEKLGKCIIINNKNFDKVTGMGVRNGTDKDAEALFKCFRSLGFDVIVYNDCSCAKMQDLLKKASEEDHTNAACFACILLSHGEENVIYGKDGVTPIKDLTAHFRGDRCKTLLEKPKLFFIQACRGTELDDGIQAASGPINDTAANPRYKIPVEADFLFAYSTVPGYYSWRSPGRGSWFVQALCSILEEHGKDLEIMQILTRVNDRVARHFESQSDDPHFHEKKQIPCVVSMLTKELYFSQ
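Assay system: Uncleavable procaspase-7 mutant enzyme | Input: 2 µM procaspase-7 mutant as dispensed | Timing: 1 h compound preincubation, 2 h substrate cleavage, 25 °C | Repeats: One well per compound | Control set: DMSO wells as 0%, DMSO with 5 µM added PC-7 as 100% | Technique: Epi-absorbance of released pNA at 405 nm, two timepoints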
RPL19A-GFP yeast = alters RPL19A-GFP fluorescence in TOR pathway yeast screen. S. cerevisiae RPL19A-GFP strain, flow cytometry, 3 h; stronger effect = lower value. percent response vs DMSO, % at 10 µM. 330,000 tested, 0.3% active. AID 2025;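 active means percent response vs DMSO below 50%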;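 further: median channel GFP fluorescence of the barcoded RPL19A-GFP strain; ratio of sample median GFP to plate DMSO average so 100% = DMSO; lower means less RPL19A-GFP as with rapamycin TOR inhibition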
LAP4-GFP MLPCN = alters LAP4-GFP fluorescence in TOR pathway yeast screen. S. cerevisiae LAP4-GFP multiplex, flow cytometry GFP, 3 h; median GFP as percent of DMSO wells. GFP response vs DMSO, % at 10 µM. 320,000 tested, 0.34% active. AID 2023;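 active means GFP response vs DMSO above a set limit, about the screen mean plus 3 SD, cut at about 150% in these data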
AHR activator = activators of human aryl hydrocarbon receptor | P35869 | 320,000 tested, 2.5% active | activation, % at 5 µM | AHR-responsive luciferase reporter cells, luminescence; in the data active means activation above about 47%;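 further: 0% = vehicle wells and 100% = reference agonist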
AGP1-GFP MLPCN = modulators of TOR pathway AGP1-GFP in S. cerevisiae; GFP response vs DMSO, % at 10 µM; S. cerevisiae AGP1-GFP multiplex flow cytometry, 3 h; GFP as percent of DMSO wells; 320,000 tested, 0.02% active;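 active means GFP response relative to DMSO above a set limit, near screen average plus 3 SD, cut at about 150% in these data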;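 further: median GFP channel fluorescence of the gated AGP1 strain per well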
Active calls of the source: *.

| No. | SMILES | CIT2 TOR yeast | MEP2 TOR yeast | proCasp3 act | proCasp7 act |
| --- | --- | --- | --- | --- | --- |
| 1 | COC(=O)c1c(C)[nH]c(C(=O)C(C)OC(=O)C2CC(=O)N(c3ccc(C)cc3)C2)c1C (stereo not drawn) | 99 | 92 | 4 | -10 |
| 2 | Cc1ccccc1-n1ncc2c1CC(C)(C)CC2NC(=O)C1=CC(=O)CC(C)(C)O1 (stereo not drawn) | 100 | 98 | 6 | 14 |
| 3 | CCOCCCNC(=O)c1cc2cc3cc(OC)ccc3nc2o1 | 92 | 99 | -2 | 3 |
| 4 | CC[C@@H]1CC=C[C@H]2[C@H]1C(=O)N(Cc1ccccc1)[C@H]2c1ccc(OC)c(Cl)c1 | 65 | 93 | -5 | 1 |
| 5 | Cc1ccc(C(=O)OCC(=O)NC(=O)c2cccn2C)cc1 | 94 | 100 | 1 | 10 |
| 6 | C=CCOc1nc2c(c(=O)n(C)c(=O)n2C)n1Cc1ccccc1Cl | 97 | 107 | 2 | 2 |
| 7 | C=CC1CN(C(=O)OCC(Cl)(Cl)Cl)C2CC3c4ccc(OC)cc4NC3C3CC1C2CO3 (stereo not drawn) | 98 | 101 | 6 | -7 |
| 8 | CCn1c(SCc2nc(-c3ccccc3)no2)nc2ccccc21 | 87 | 102 | 3 | 4 |
| 9 | CCOC(=O)Nc1cc(C(=O)OC)ccc1C | 106 | 105 | 7 | 7 |
| 10 | Cc1ccn2c(C(=O)CSc3ccc(Cl)cc3)c(C)nc2c1 | 91 | 106 | -1 | 4 |
| 11 | COc1cccc(C(=O)Nc2nc(-c3ccccc3)c(-c3ccccc3)o2)c1 | 104 | 98 | -2 | -2 |
| 12 | COc1ccc(S(=O)(=O)N2CCC(C(=O)N(C)Cc3ccc(C)o3)CC2)cc1OC | 94 | 95 | -1 | -2 |
| 13 | Cc1cc([N+](=O)[O-])c(NCCCCCCO)c([N+](=O)[O-])c1 | 82 | 92 | -6 | -4 |
| 14 | CCC(C(=O)OCC(=O)Nc1ccc(Cl)c(S(=O)(=O)N(C)C)c1)c1ccccc1 (stereo not drawn) | 88 | 96 | -5 | 9 |
| 15 | CC1=C(C(=O)NC2CC(C)(C)Cc3c2cnn3-c2cccc(F)c2)OCCO1 (stereo not drawn) | 95 | 93 | 3 | -1 |

| No. | RPL19A-GFP yeast | LAP4-GFP MLPCN | AHR activator | AGP1-GFP MLPCN |
| --- | --- | --- | --- | --- |
| 1 | 95 | 97 | 4 | 95 |
| 2 | 108 | 94 | -4 | 107 |
| 3 | 102 | 112 | 20 | 83 |
| 4 | 95 | 121 | 0 | 79 |
| 5 | 94 | 105 | 1 | 94 |
| 6 | 102 | 106 | 0 | 101 |
| 7 | 100 | 105 | 0 | 104 |
| 8 | 94 | 97 | -6 | 99 |
| 9 | 100 | 102 | -2 | 99 |
| 10 | 99 | 110 | -4 | 101 |
| 11 | 101 | 90 | 13 | 93 |
| 12 | 98 | 100 | 0 | 95 |
| 13 | 94 | 109 | 3 | 94 |
| 14 | 98 | 100 | -1 | 117 |
| 15 | 96 | 93 | 2 | 96 |

From no. 1 as far as 2, copied from above:
| No. | SMILES | CIT2 TOR yeast | MEP2 TOR yeast | proCasp3 act | proCasp7 act |
| --- | --- | --- | --- | --- | --- |
| 1 | COC(=O)c1c(C)[nH]c(C(=O)C(C)OC(=O)C2CC(=O)N(c3ccc(C)cc3)C2)c1C (stereo not drawn) | 99 | 92 | 4 | -10 |
| 2 | Cc1ccccc1-n1ncc2c1CC(C)(C)CC2NC(=O)C1=CC(=O)CC(C)(C)O1 (stereo not drawn) | 100 | 98 | 6 | 14 |

| No. | RPL19A-GFP yeast | LAP4-GFP MLPCN | AHR activator | AGP1-GFP MLPCN |
| --- | --- | --- | --- | --- |
| 1 | 95 | 97 | 4 | 95 |
| 2 | 108 | 94 | -4 | 107 |

Limited to proCasp7 act, LAP4-GFP MLPCN and AHR activator, for some of the entries so far:
entry	SMILES	proCasp7 act	LAP4-GFP MLPCN	AHR activator
8	CCn1c(SCc2nc(-c3ccccc3)no2)nc2ccccc21	4	97	-6
14	CCC(C(=O)OCC(=O)Nc1ccc(Cl)c(S(=O)(=O)N(C)C)c1)c1ccccc1 (stereo not drawn)	9	100	-1
1	COC(=O)c1c(C)[nH]c(C(=O)C(C)OC(=O)C2CC(=O)N(c3ccc(C)cc3)C2)c1C (stereo not drawn)	-10	97	4

The main list resumes with the two entries that preceded the break.
| No. | SMILES | CIT2 TOR yeast | MEP2 TOR yeast | proCasp3 act | proCasp7 act |
| --- | --- | --- | --- | --- | --- |
| 14 | CCC(C(=O)OCC(=O)Nc1ccc(Cl)c(S(=O)(=O)N(C)C)c1)c1ccccc1 (stereo not drawn) | 88 | 96 | -5 | 9 |
| 15 | CC1=C(C(=O)NC2CC(C)(C)Cc3c2cnn3-c2cccc(F)c2)OCCO1 (stereo not drawn) | 95 | 93 | 3 | -1 |
| 16 | Cc1ccc(C(=O)CSc2nnc(-c3cccnc3)n2N)cc1 | 84 | 87 | 2 | 2 |
| 17 | O=C(NCc1ccccc1)C1CCC(=O)N(CCCN2CCCC2=O)C1 (stereo not drawn) | 100 | 96 | -3 | -3 |
| 18 | O=C(CSc1nnnn1C1CC2C=CC1C2)Nc1ccc(C(=O)O)cc1 (stereo not drawn) | 94 | 106 | 12 | 7 |
| 19 | Cc1ccccc1CNC(=O)CCC(=O)N1CCOc2ccccc21 | 99 | 101 | 10 | 7 |
| 20 | Cc1cc(C)c(C(N)=O)c(SCC(=O)c2cc(C)c(C)cc2C)n1 | 104 | 103 | -9 | -19 |
| 21 | CCOc1ccc(S(=O)(=O)N2CCC(C(=O)NCc3cccnc3)CC2)cc1 | 110 | 104 | 2 | 8 |
| 22 | COC(=O)N1c2ccccc2C=Cc2ccccc21 | 104 | 95 | 4 | 9 |
| 23 | COc1ccc(C(=O)OCCOc2cccc(Cl)c2)cc1S(=O)(=O)N1CCOCC1 | 81 | 93 | 13 | 5 |
| 24 | COc1cc(COCC(O)CN2CCc3ccccc3C2)cc(OC)c1OC (stereo not drawn) | 101 | 103 | -6 | 1 |
| 25 | CSc1nc2ccc(NC(=O)C3CCCO3)cc2s1 (stereo not drawn) | 101 | 99 | 2 | 6 |
| 26 | C/C(=N\NS(=O)(=O)c1ccc(C)c([N+](=O)[O-])c1)c1cc2ccccc2o1 | 88 | 96 | -4 | 2 |
| 27 | CC(NC(=O)c1cc(S(=O)(=O)N(C)C)ccc1N1CCCC1)C1CC2CCC1C2 (stereo not drawn) | 101 | 98 | -1 | 9 |
| 28 | COC(=O)c1cc(N=Nc2sc(N)nc2C)cc(C(=O)OC)c1 | 106 | 102 | 0 | 4 |

| No. | RPL19A-GFP yeast | LAP4-GFP MLPCN | AHR activator | AGP1-GFP MLPCN |
| --- | --- | --- | --- | --- |
| 14 | 98 | 100 | -1 | 117 |
| 15 | 96 | 93 | 2 | 96 |
| 16 | 87 | 93 | -1 | 86 |
| 17 | 102 | 98 | 1 | 99 |
| 18 | 91 | 99 | -1 | 102 |
| 19 | 96 | 99 | -1 | 98 |
| 20 | 108 | 88 | 20 | 101 |
| 21 | 101 | 104 | -2 | 101 |
| 22 | 101 | 92 | 0 | 100 |
| 23 | 93 | 71 | 16 | 74 |
| 24 | 103 | 96 | 4 | 96 |
| 25 | 103 | 100 | 5 | 98 |
| 26 | 95 | 89 | 10 | 93 |
| 27 | 100 | 100 | 0 | 106 |
| 28 | 99 | 99 | -1 | 101 |
